# Compound activity from PubChem.
# HT1080 IDH1KD tx: HT-1080 IDH1 knockdown cell toxicity (counter line); Potency, µM (doses to about 46.1 µM), for inactives: at the highest dose activity, negative = toxicity, most hits filed as cytotoxic; AID 686971; HT-1080 IDH1 knockdown viability, ATP luminescence, 48 h; 360,000 compounds, 2% hits;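 also: potency is read from the fitted curve at half-maximal effect; 0% = DMSO wells and -100% = cell-free medium wells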
#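 CellTiter-Glo luminescence after 48 h compound exposure at 37 degrees C of IDH1-knockdown HT-1080 cells in 5% FBS RPMI. %Activity scaled between DMSO wells and cell-free media wells, with curves fitted and assigned curve classes.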
# SW480 rerep: DNA re-replication induction in SW480 cells. Potency, µM (top dose mostly 46.1 µM), inactives show at the top dose re-replication activation, most hits filed as activators. 340,000 compounds, 1.8% hits. AID 624297. SW480 DNA re-replication, Hoechst DNA content imaging, 48 h; also: potency is read from the fitted curve at half-maximal effect; % of control where 0% means no effect; nearly all actives have a fitted effect of over 55% in size
#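 Image-based DNA-content assay: after two days of treatment, nuclei were labelled with the DNA dye Hoechst and imaged, and hits were compounds raising the count of nuclei showing high fluorescence intensity.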
# D3 ag: agonists of human D3 dopamine receptor. P35462. D3R DiscoveRx beta-arrestin cells, luminescence, 90 min. max activation, %. 410,000 compounds, 0.58% hits; in the data active = max activation above about 30%; also: 0% is about no effect; mostly tested at two doses, the higher about 12 µM
# Target sequence (P35462 whole entry, looked up): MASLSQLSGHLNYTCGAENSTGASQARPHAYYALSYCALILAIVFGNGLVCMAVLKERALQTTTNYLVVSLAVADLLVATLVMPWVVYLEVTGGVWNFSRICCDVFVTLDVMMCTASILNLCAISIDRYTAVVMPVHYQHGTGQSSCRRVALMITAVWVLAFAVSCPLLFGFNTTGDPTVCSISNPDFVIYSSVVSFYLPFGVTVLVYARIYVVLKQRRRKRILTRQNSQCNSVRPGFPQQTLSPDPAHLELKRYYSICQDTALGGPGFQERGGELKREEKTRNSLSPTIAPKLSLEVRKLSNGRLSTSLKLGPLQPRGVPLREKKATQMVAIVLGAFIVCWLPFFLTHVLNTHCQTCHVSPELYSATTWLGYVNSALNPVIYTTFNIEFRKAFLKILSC
#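 Agonist mode: compounds and dopamine controls were applied to plated cells for 90 min at 37 degrees C after an overnight attachment at 1500 cells/well. Luminescent read-out followed 30 - 60 minutes at room temperature with DiscoveRx detection reagent.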
# IL1B secr inh: blocks inflammasome-driven IL-1 beta release | THP-1 LPS/ATP IL-1B secretion, AlphaLISA, 16 h; active compounds read low | activity change, % at 57.5 µM | 360,000 compounds, 4.7% hits; in the data active = activity change below about -50%; inconclusive = mostly about -30% to -49%; also: % is scaled to controls: 0 for no effect and ±100 for the full control effect
#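 THP-1 cells pretreated 1 hr with compounds (up to 57.5 uM final), then stimulated with LPS (250 ng/mL final) plus ATP (1.25 mM final); secreted IL-1B measured by AlphaLISA after 16 hr, decreased signal indicating inhibition.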
# KB-3-1 tox: kills parental KB-3-1 adenocarcinoma cells; KB-3-1 viability, CellTiter-Glo ATP luminescence, 72 h; Potency, µM (doses to about 46.1 µM), for the others: top-dose activity change, negative = cytotoxic, most hits filed as cytotoxic; 400,000 compounds, 1.4% hits; also: potency is read from the fitted curve at half-maximal effect; % is scaled to controls: 0 for no effect and ±100 for the full control effect; nearly all actives have a fitted effect of over 60% in size
#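 KB-3-1 parental drug-naive adenocarcinoma cells in DMEM/10% FBS, incubated 72 h at 37 C with pin-transferred compounds across a concentration series. Viability by CellTiter-Glo luminescence; concentration-response curves fitted after normalization.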
# HT1080NT lethal: kills 2HG-producing HT-1080-NT fibrosarcoma cells | HT-1080-NT fibrosarcoma viability, CellTiter-Glo ATP luminescence, 48 h | Potency, µM (top dose mostly 46.1 µM), for inactives: at the top dose activity, negative = less viability, actives largely listed as cytotoxic | 360,000 compounds, 1.6% hits;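 also: NT is the 2HG producing partner of a matched IDH1 knockdown line; potency is read from the fitted curve at half-maximal effect; 0% = DMSO-treated cells and -100% = media-only wells without cells; nearly all actives have a fitted effect of over 55% in size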
#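 HT-1080-NT; 750 cells/well; 5% FBS RPMI; 48 h compound, 37 degrees C; CellTiter-Glo luminescence; curve fitting and curve-class assignment.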
# KB-V1 MDR tox: kills drug-selected multidrug resistant KB-V1 cells; 400,000 compounds, 3.4% hits; AID 1347076; KB-V1 MDR cells viability, CellTiter-Glo, 72 h; Potency, µM (series often up to 46.1 µM), inactives show at the top dose activity change, negative = cytotoxicity, actives largely listed as cytotoxic; also: potency is read from the fitted curve at half-maximal effect; % is scaled to controls: 0 for no effect and ±100 for the full control effect; nearly all actives have a fitted effect of over 60% in size
#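 Cells of the MDR subline KB-V1 are plated, dosed with compound at multiple concentrations, and incubated 72 h at 37 degrees C; CellTiter-Glo is then added and luminescence read after 10 min.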
# MCF10A rerep: induces DNA re-replication in MCF 10a normal breast cells; MCF 10A DNA re-replication, Hoechst nuclear intensity, 48 h; Potency, µM (doses to about 46.1 µM), for the others: at the highest dose activity, positive = re-replication, usual class: activators; 350,000 compounds, 2.9% hits; AID 624296; also: potency is read from the fitted curve at half-maximal effect; % of control where 0% means no effect; nearly all actives have a fitted effect of over 50% in size
# GLP1R cytotox: cytotoxic in the GLP-1 receptor inverse agonist counter-screen; HEK293 cAMP-luciferase reporter cells, luminescence, 24 h; Potency, µM (highest dose often 38.3 µM), inactives show top-dose activity change, negative = inhibition, actives largely listed as inhibitors; 410,000 compounds, 0.13% hits; AID 624418;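 also: loss of luciferase light is scored as toxicity; potency is read from the fitted curve at half-maximal effect; % is scaled to controls: 0 for no effect and ±100 for the full control effect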
#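 MLSMR compounds, 24 hr on cells at 37 deg C/5% CO2; luminescence after luciferase reagent (12 min RT). Inhibition counted as the undesired cytotoxic outcome.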
# * marks the source's active call; other numbers are inactive results; ? = inconclusive; · = no result given; & = joins results of further samples; [ ] = remark or other dose. Unless noted, calls follow the shape of the dose curve; as a rule, active = well fitted curve in the direction sought with a large enough effect; inconclusive = small, poorly fitted or top-dose-only effect, or another doubt; inactive = no such curve, though single readings can be large; an effect the other way counts as inactive or inconclusive.
SMILES,HT1080 IDH1KD tx,SW480 rerep,D3 ag,IL1B secr inh,KB-3-1 tox,HT1080NT lethal,KB-V1 MDR tox,MCF10A rerep,GLP1R cytotox
CC1(C(=O)Nc2ccc3nc[nH]c3c2)CCN1C(=O)C1(c2ccccc2)CCCC1 (stereo unspecified),21%,·,1,-23,3%,0%,-28%,·,-7%
COCCn1c(SCc2ccc(Cl)cc2)nc2c1c(=O)[nH]c(=O)n2C,?,-6%,5,16,1%,-24%,?,2%,-1%
Cn1ncc(Cl)c1C(=O)NC(=S)Nc1sc2c(c1C#N)CCCCC2,2%,-6%,0,6,?,17%,?,7%[9.22 µM],0%
O=C(Cc1cccc(NC(=O)C2CCCN(C(=O)C3CCCC3)C2)c1)Nc1ccc(C(=O)N2CCOCC2)cc1 (stereo unspecified),-2%,2%,-12,-25,0%,2%,0%,?,3%
CCOC(=O)/C(C#N)=C\c1cc(C)n(-c2ccccc2)c1C,7%,8%,-2,-21,-1%,17%,?,21%,1%
CC(C)C[C@H]1CN(CCCC[C@H]2CNC(=O)C(=O)N2CCC2CCCCC2)C(=O)C(=O)N1CCc1ccccc1,29%,·,2,?,?,26%,3%,·,1%
O=C(c1ccc(Cl)c(S(=O)(=O)N2CCCCC2)c1)N1CCN(c2ccccc2)CC1,?,1%,-10,-17,·,-25%,·,5%,12%
CC(C)(C)SCCNC(=O)c1ccccc1,13%,0%,-3,-11,5%,16%,12%,-3%,3%
Cc1nc(SCCCSc2n[nH]c(C)n2)n[nH]1,15%,-2%,-9,7,-13%,14%,0%,?,-6%
COc1ccc(CNC(=O)CN2C(=O)CCCc3ccccc32)cc1,·,·,2,·,5%,·,14%,·,16%
Cc1ccccc1CNC(=O)CCNS(=O)(=O)c1ccc(OC(F)(F)F)cc1,12%,-3%,5,15,4%,8%,-6%,-4%,-18%
O=C1CSC(c2ccccn2)N1c1ccc(F)cc1F (stereo unspecified),13%,-11%,6,19,10%,11%,-2%,1%,-2%
Cc1ccc(NS(=O)(=O)c2c(C)noc2C)cc1,1%,-9%,4,14,-10%,3%,0%,-9%,-7%
Cc1csc(NC(=O)c2ccc(C)c([N+](=O)[O-])c2)n1,0%,-5%,8,4,?,7%,?,10%,-7%
CCCCC(=O)N(C)c1c(C)nc2ccc(C(=O)N(C)CCN(C)C)cn12,13%,·,-9,18,0%,?,0%,·,3%
CCOC(=O)c1[nH]c2c(c1-c1ccccc1)C(=O)CC(c1ccccc1)C2 (stereo unspecified),-13%,?,16,13,0%,1%,-2%,?,4%
O=C(c1ccc(Cl)cc1)C1CCN(C(=O)N2CCOCC2)CC1,-10%,-4%,6,10,-12%,-1%,?,-4%,?
C[C@@H]1CN([C@@H](C)CO)C(=O)CCCn2nncc2CO[C@H]1CN(C)S(=O)(=O)c1ccccc1C#N,-3%,·,-8,30,0%,16%,27%,·,10%
COc1ccc(NC(=O)CN(C)C(=O)Cc2ccsc2)cc1,-1%,-11%,-3,34,11%,-1%,30%,-9%,5%
Cc1ccc(/C=N\NC(=O)CCc2n[nH]c(=O)[nH]c2=O)o1,5%,-18%,-2,2,1%,3%,3%,-17%,1%
COc1ccc(C(CNC(=O)COc2ccccc2OC)N2CCCCC2)cc1 (stereo unspecified),9%,-22%,-19,-6,4%,12%,-6%,-2%,0%
COc1cc(F)cc(-c2ccc3c(c2)c(C#Cc2ccsc2)c(-c2cc(OC)cc(OC)c2)n3C)c1,0%,4%,-2,-11,-10%,8%,-17%,?,3%
Cc1sc2nc(CSc3nc4ccccc4c(=O)n3CCCN3CCOCC3)[nH]c(=O)c2c1C,-4%,?,1,48,13%,-16%,?,?,2%
Cc1cccc(NC(=O)/C(C#N)=C/c2ccccc2O)n1,1%,-2%,9,-18,6%,12%,6%,2%,5%
COc1ccc(NC(=O)CCS(=O)(=O)c2ccc3c(c2)CCN3C(C)=O)cc1,2%,0%,0,0,0%,0%,18%,12%,-2%
O=C(c1cccc(OC2CCN(Cc3cc(F)cc(F)c3)CC2)c1)N1CCCC1,-5%,?,-3,4,0%,0%,-13%,11%,-9%
CCN(CC)CCNC(=O)c1ccc2c(c1)NC(=O)C(CS(=O)(=O)Cc1ccc(F)cc1Cl)N2 (stereo unspecified),·,·,-10,·,18%,·,1%,·,19%
CCCCCCc1cc2cc(-c3nnc(-c4ccccc4)o3)c(=O)oc2cc1O,-4%,3.5µM*,11,23,?,-20%,?,1.5µM*,277%[activator]
CC1(C)NC(=O)N(CC(=O)N2CCCC(C(F)(F)F)C2)C1=O (stereo unspecified),-4%,0%,5,10,-6%,6%,1%,0%,5%
Cc1cc(C)c2c(SC(C)C)nc(N)nc2n1,-5%,-12%,-1,0,-6%,3%,-3%,0%,-18%
COc1ccc(CCNc2oc(-c3ccccc3OC)nc2C#N)cc1,?,0%,-15,?,-1%,-20%,-15%,19%,-11%
Cc1ccc(OCCCC(=O)Nc2ccc(S(=O)(=O)N3CCOCC3)cc2)cc1,-4%,-24%,3,0,?,-1%[9.24 µM],0%,26%,-3%
Cc1cc(N2CCN(C)CC2)nc2ccc(NC(=O)Nc3ccccc3Cl)cc12,·,·,-27,·,?,·,1%,·,-3%
O=S(=O)(NCCc1ccccn1)c1ccc(F)c(F)c1,18%,-1%,2,0,5%,11%,15%,-1%,-3%
O=S(=O)(/C=C/C=C/S(=O)(=O)c1ccccc1)c1ccccc1,1.3µM*,?,-31,-101*,6.5µM*,?,13%,?,0.63µM*
COc1ccc(CC(=O)Nc2ccc(C)c(S(=O)(=O)N3CCCCCC3)c2)cc1,2%,6%,1,?,?,-9%,-22%,0%,?

# An excerpt of these results, tab-delimited.
mol	HT1080 IDH1KD tx	SW480 rerep	D3 ag	IL1B secr inh	KB-3-1 tox	HT1080NT lethal	KB-V1 MDR tox	MCF10A rerep	GLP1R cytotox
CC1(C)NC(=O)N(CC(=O)N2CCCC(C(F)(F)F)C2)C1=O (stereo unspecified)	-4%	0%	5	10	-6%	6%	1%	0%	5%
Cc1cc(C)c2c(SC(C)C)nc(N)nc2n1	-5%	-12%	-1	0	-6%	3%	-3%	0%	-18%
COc1ccc(CCNc2oc(-c3ccccc3OC)nc2C#N)cc1	?	0%	-15	?	-1%	-20%	-15%	19%	-11%
Cc1ccc(OCCCC(=O)Nc2ccc(S(=O)(=O)N3CCOCC3)cc2)cc1	-4%	-24%	3	0	?	-1%[9.24 µM]	0%	26%	-3%

# (next part)
SMILES,HT1080 IDH1KD tx,SW480 rerep,D3 ag,IL1B secr inh,KB-3-1 tox,HT1080NT lethal,KB-V1 MDR tox,MCF10A rerep,GLP1R cytotox
C=CC(=O)Nc1cccc(Oc2ccnc3[nH]ccc23)c1,-12%,?,6,0,?,1%,-7%,?,?
Cc1ccc(OCC(=O)N2CCN(C(=O)c3cccs3)CC2)cc1,1%,1%[9.22 µM],5,-16,28%,0%,-3%,4%,-17%
Clc1ccc(-c2nnc(C34CC5CC(CC(C5)C3)C4)o2)cn1,22%,-8%,-1,20,15%,22%,-10%,-11%,-3%
CCOc1cc(/C=C/C(=O)N(CC)CC(=O)NCc2cccs2)cc(Cl)c1OC,-14%,1%,-8,-6,11%,-11%,0%,-2%,-8%
COCCCN1C(=O)N(c2ccc(F)cc2)C(=O)C1CC(=O)Nc1ccc(OC)cc1 (stereo unspecified),0%,-7%,3,18,7%,17%,16%,?,-8%
CCc1c(O)nc2sc3ccccc3n2c1=O,2%,4%,5,16,41%,-1%,12%,-4%,-7%
Cc1ccc(S(=O)(=O)N2[C@@H](c3ccc4c(c3)OCO4)C(C(=O)O)=C[C@H]2CC2CCCC2)cc1,-1%,?,16,33,-3%,-2%,-22%,-1%,6%
CCC(NC(=O)c1cc(COc2cc(C)c(Cl)c(C)c2)on1)c1ccncc1 (stereo unspecified),-3%,-2%,-1,-18,-11%,-15%,-7%,-5%,-24%
CS(=O)(=O)N1CCC(C(=O)NCCN2CCN(Cc3ccccc3)CC2)CC1,9%,-2%,-2,-15,9%,4%,4%,7%,3%
COc1cc(OC)c(OC)cc1CNC(=O)c1cccc(S(=O)(=O)N2CCc3ccccc3C2)c1,-29%,-8%,9,9,?,?,?,25%,-4%
COc1cc2c(cc1OC)CN(C(=O)CNS(=O)(=O)c1ccc(C)c(C)c1)CC2,0%,-9%,8,-16,0%,-4%,-6%,?,-10%
COc1ccc(S(=O)(=O)Oc2cccc(/C=N/N=C3/NC(=O)C(CC(=O)O)S3)c2)cc1 (stereo unspecified),7%,6.5µM*,11,25,-1%,-3%,0%,-17%,4%
Cc1nn(Cc2ccc(Cl)cc2)c(Cl)c1/C=N/NC(=O)c1cccnc1,-27%,-6%,4,-71*,6%,?,2%,-11%,0%
CC(C)NC(=O)N(C)C[C@H]1Oc2ccc(NC(=O)Nc3ccccc3)cc2C(=O)N([C@@H](C)CO)C[C@@H]1C,12%,6%,-3,7,24%,8%,10%,2%,10%
CCOC(=O)C1CCN(S(=O)(=O)c2ccc3c(c2)NC(=O)CS3)CC1,-7%,?,-2,23,-12%,1%,-3%,1%,9%
CNS(=O)(=O)c1cccc(C(=O)OCC(=O)NCc2ccccc2)c1,-1%,3%,3,80,-13%,-6%,-1%,1%,-21%
COc1cc2ccccc2cc1C(=O)N(CCN(C)C)c1nc2c(C)cccc2s1,?,?,-17,-61*,?,?,-1%,0%,-6%
Cc1cc(C(=O)Nc2ccccc2N2CCOCC2)no1,1%,-11%,5,-1,-8%,3%[9.24 µM],0%,-4%,-1%
COc1ccccc1N1CCN(C(=O)CNS(=O)(=O)c2ccc(Br)s2)CC1,-25%,-5%,-9&-9,-5,-16%&0%,-21%,?,14%,1%&8%
CCOc1ccc(NC(=O)CNC(=O)c2ccco2)cc1,10%,-5%,2,3,2%,7%,16%,15%,5%
